Screening results from PubChem.
Growth percent in the NCI-60 one-dose screen (48 h, 10 µM unless noted): 100 = growth as untreated, 0 = no growth, -100 = all killed.
UACC-257 – UACC-257 melanoma; actives 4.4% (n = 78,000)
HS 578T – HS 578T breast cancer. actives 4.1% (n = 78,000)
LOX IMVI – LOX IMVI melanoma; actives 7.4% (n = 79,000); AID 1794757
UACC-62 – UACC-62 melanoma. actives 5.4% (n = 81,000). AID 1794756
MCF7 – MCF7 breast cancer; actives 6.3% (n = 82,000)
BT-549 – BT-549 breast cancer; actives 4.4% (n = 78,000)
T-47D – T-47D breast cancer | actives 5% (n = 79,000)
MALME-3M – MALME-3M melanoma. actives 5.8% (n = 78,000)
* = called active by the depositor; . = no result given; & = joins results of further samples; ! = a repeat was not active; [ ] = remark or other dose. Rule for the calls: active = growth percent below 10; inactive = the rest.

SMILES | UACC-257 | HS 578T | LOX IMVI | UACC-62 | MCF7 | BT-549 | T-47D | MALME-3M
Cc1cc2c(-c3nc4cc(C(F)(F)F)ccn4c3NC3CCCCC3)c(O)c(O)cc2c(O)c1-c1c(C)cc2c(-c3nc4cc(C(F)(F)F)ccn4c3NC3CCCCC3)c(O)c(O)cc2c1O | . | 62 | 53 | 77 | 101 | 60 | 59 | 94
Cn1cc(-c2nnc(-c3cn(C)c4ncc(Br)cc34)o2)c2ccccc21 | 98 | 90 | 92 | 71 | 45 | 95 | 62 | 75
Cc1ccc(Nc2nc(SC(C)C)nc(-c3ccccc3)c2C#N)cc1 | 113 | 88 | 96 | 95 | 92 | 80 | 88 | 75
C=C(C)[C@@H]1CC[C@]2(C)[C@H](CC[C@@H]3[C@@H](/C(C)=C\CC=C(C)C)CC[C@]32C)[C@@]1(C)CC/C(N)=N/O | 103 | 98 | 99 | 85 | 91 | 112 | 96 | 98
COC(=O)C1=C(C)NC(C)=C(C(=O)OCC(C)C)C1c1ccccc1[N+](=O)[O-] (stereo unspecified) | 82 | 112 | 42 | 49 | 73 | 59 | 56 | 86
Cc1cc(CO)cc(C)c1O | 89 | 112 | 96 | 107 | 99 | 104 | 97 | 94
COc1ccc(C(=O)C(C)C)c2ccccc12 | 128 | 91 | 96 | 106 | 107 | 113 | 92 | 115
N#CC(c1ccc([N+](=O)[O-])cc1)C(CC(=O)c1ccccc1)c1ccccc1 (stereo unspecified) | 92&91 | 86&96 | 79&70 | 76&64 | 79&82 | 87&97 | 80&91 | 96&84
C/C(=N\NC(=O)c1ccncc1)c1ccc(Cl)cc1 | 102 | 117 | 110 | 114 | 109 | 204 | 111 | 321
Cc1ccc(S(=O)(=O)NCCCNc2nccc(-c3c(-c4cccc(N)c4)nc4sccn34)n2)cc1 | 99 | 86 | 82 | 40 | 51 | 80 | 35 | 119
O=C(Oc1ccc(Cl)cc1Cl)c1ccccc1 | 84 | 117 | 99 | 96 | 106 | 107 | 100 | 99
Cc1cc(O)c(C(=O)c2c[nH]c(=O)c(-c3ccc([N+](=O)[O-])cc3)c2)cc1C | 116 | 101 | 100 | 94 | 96 | 102 | 101 | 115
Nc1nc(-c2ccccc2)c(N=Nc2cccc(Cl)c2)s1 | 102 | 88 | 64 | 68 | 39 | 63 | 30 | 129
COc1ccc(/C=N/NC(=O)c2[nH]c3ccc(Br)cc3c2-c2ccccc2)s1 | 47 | 30 | . | 42 | 7.0* | -16* | 73 | 55
COc1ccc(-c2nn(-c3cccc(NC(=O)c4cccc(C(F)(F)F)c4)c3)cc2-c2ccncc2)cc1Cl | 26 | 25 | 29 | 38 | 9.9* | 35 | 19 | 13
O=c1cc(-c2cccc(O)c2)oc2ccc3ccccc3c12 | 95 | 96 | 89 | 87 | 62 | 89 | 48 | 97
N#CC1=C(Nc2ccccc2Cl)SC(c2ccncc2)NC1=O (stereo unspecified) | 103 | 93&115 | 105&95 | 92&105 | 98&98 | 112&102 | 97 | 95&89
O=C(O)C(=Nc1ccccc1)c1c[nH]c2ccccc12 | 106 | . | 90 | 67 | 101 | . | 109 | 111
O=C(CN1C(=O)S/C(=C\c2ccc(Cl)cc2)C1=O)Nc1ncc(Cc2ccccc2Cl)s1 | 98 | 107 | 97 | 99 | 98 | 104 | 100 | 102
NS(=O)(=O)c1ccc(-c2cc(-c3nnc(SC/C(=N/O)c4ccccc4)n3-c3ccccc3)c3ccccc3n2)cc1 | 100 | 93 | 86 | 75 | 82 | 92 | 62 | 114
CN1CCC(=C(c2ccc(Cl)cc2)c2ccccn2)CC1 | 106 | 83 | 92 | 96 | 93 | 103 | 103 | 86
O=C1Nc2ccccc2/C1=N/N=C/c1cc(Cl)cc(Cl)c1O | 103 | 96 | 57 | 107 | 85 | 96 | 87 | 94
O=C1C(=O)N(CCCCn2cc(-c3ccccc3)nn2)c2ccccc21 | 100 | 99 | . | 96 | 95 | 97 | 93 | 93
Oc1ccc(CN2CCC(N3CCCCC3)CC2)c2cccnc12 | 21 | 28 | 18 | 15 | 12 | 39 | 15 | 9.9*
O=C(NC1C(O)c2ccccc2N2C(=O)CCC12O)c1cnco1 (stereo unspecified) | 100 | 100 | 101 | 95 | 96 | 108 | 95 | 99
CCOC(=O)C1=C(C)NC(C)=C(C(=O)OC(C)(C)C)C1c1cccc(C#N)c1 (stereo unspecified) | 96 | 95 | 91 | 89 | 93 | 110 | 91 | 93
C[C@]12CCC(=O)C[C@H]1CC[C@@H]1[C@@H]2CC[C@@]2(C)[C@H]1CC[C@]2(O)C(=O)CO | 129 | 99 | . | 102 | 91 | 105 | 100 | .
O=C(Cn1cc(COc2ccccc2)nn1)Nc1nc2ccccc2s1 | 99 | 106 | 94 | 95 | 98 | 104 | 93 | 107
Sc1ccc(Br)cc1 | 118 | 74 | 97 | 108 | 100 | 119 | 91 | 120
CN(C)c1cccc(-c2ccc(S(=O)(=O)Nc3ccc4c(c3)N(C(=O)C3CC3)CCC4)cc2)c1 | 53 | 86 | 81 | 56 | 66 | 81 | 46 | 108
CCc1c(C)c2ccc3oc(Nc4ccccc4)nc3c2oc1=O | 105 | 103 | 99 | 97 | 113 | 90 | 96 | 107
C[C@H]1c2ccccc2CN1CCCOc1cc2c(cc1OCC1CC1)C1(CCCC1)C(N)=N2 | -68* | 56 | -70* | 57 | 22 | 78 | 0.2* | -85*
C=C1CC[C@@H]2[C@](C)(COC(C)=O)[C@H](OC(C)=O)CC[C@@]2(C)[C@@H]1CC(NC(=O)c1cnccn1)C1=CCOC1=O (stereo partly specified) | 94 | 97 | 68 | 83 | 92 | 97 | 87 | 98
COc1ccc(C(=O)/C=C/Nc2ccc(S(N)(=O)=O)cc2)cc1 | 111 | 110 | 95 | 100 | 91 | 109 | 98 | 106
O=C(O)CCCc1ccc(Cl)cc1 | 100 | 112 | 116 | 103 | 101 | 77 | 107 | 120
CCOC(=Nc1ccc([N+](=O)[O-])cc1)SC(c1ccccc1)(c1ccccc1)c1ccccc1 | 96 | 105 | 101 | 80 | 98 | 101 | 80 | 99
Oc1ccc(CSc2nnc(-c3ccccc3)n2-c2ccccc2)c2cccnc12 | 3.2* | 9.2* | 5.5* | -34* | 3.8* | 25 | 10 | 12
CC(C)(C)c1nc(-c2ccc(O)c(O)c2)cs1 | 76 | 86 | 63 | . | 83 | 63 | 62 | 87
Cc1ccc(Cl)c(-n2c(SCC(=O)Nc3ccc(S(=O)(=O)Nc4nccs4)cc3)nc3ccccc3c2=O)c1 | 111 | 98 | 88 | 100 | 95 | 101 | 101 | 107
Cc1cc(C)c2c(c1C)C(=O)CCC2 | 109 | 116 | 102 | 109 | 101 | 109 | 102 | 97
NC(CCCCNC=O)C(=O)O (stereo unspecified) | . | 121 | 103 | 108 | 95 | 107 | 103 | 94
CCOC(=O)C1=C(N)N(c2ccccc2)C2=C(C(=O)CC(C)(C)C2)C1c1cccnc1 (stereo unspecified) | 106 | 91 | 90 | 88 | 109 | 103 | 97 | 104
Cc1nn(-c2ccccc2)c(-n2ccnc2)c1/C=N/Nc1nc(-c2ccc(C#N)cc2)cs1 | 76 | 81 | 80 | 84 | 62 | 92 | 63 | 84
CSc1cc(=O)[nH]c(N)n1 | 98 | 116 | 99 | 100 | 94 | 104 | 109 | 97
O=C(O)Cc1ccc2c3c(cccc13)CC2 | 102 | 102 | 96 | 96 | 94 | 90 | 117 | 96
CS(=O)(=O)Nc1ccc([N+](=O)[O-])cc1Oc1ccccc1 | 95 | 98 | 88 | 90 | 102 | 109 | 84 | 92
Clc1ccc(-c2nc(-c3c[nH]c4ncccc34)cs2)cc1 | 105[100 µM] | 44[100 µM] | 63[100 µM] | 71[100 µM] | 67[100 µM] | 47[100 µM] | 62[100 µM] | 73[100 µM]
CSc1nn(-c2nc(-c3ccco3)c(C#N)c(=O)[nH]2)c(N)c1C#N | 111 | 98 | 97 | 99 | 95 | 103 | 88 | 106

Part of the list above, with values under each structure.
Value order: UACC-257, HS 578T, LOX IMVI, UACC-62, MCF7, BT-549, T-47D, MALME-3M
- CCOC(=Nc1ccc([N+](=O)[O-])cc1)SC(c1ccccc1)(c1ccccc1)c1ccccc1
  96, 105, 101, 80, 98, 101, 80, 99
- Oc1ccc(CSc2nnc(-c3ccccc3)n2-c2ccccc2)c2cccnc12
  3.2*, 9.2*, 5.5*, -34*, 3.8*, 25, 10, 12
- CC(C)(C)c1nc(-c2ccc(O)c(O)c2)cs1
  76, 86, 63, ., 83, 63, 62, 87
- Cc1ccc(Cl)c(-n2c(SCC(=O)Nc3ccc(S(=O)(=O)Nc4nccs4)cc3)nc3ccccc3c2=O)c1
  111, 98, 88, 100, 95, 101, 101, 107
- Cc1cc(C)c2c(c1C)C(=O)CCC2
  109, 116, 102, 109, 101, 109, 102, 97
- NC(CCCCNC=O)C(=O)O (stereo unspecified)
  ., 121, 103, 108, 95, 107, 103, 94
- CCOC(=O)C1=C(N)N(c2ccccc2)C2=C(C(=O)CC(C)(C)C2)C1c1cccnc1 (stereo unspecified)
  106, 91, 90, 88, 109, 103, 97, 104
- Cc1nn(-c2ccccc2)c(-n2ccnc2)c1/C=N/Nc1nc(-c2ccc(C#N)cc2)cs1
  76, 81, 80, 84, 62, 92, 63, 84
- CSc1cc(=O)[nH]c(N)n1
  98, 116, 99, 100, 94, 104, 109, 97
- O=C(O)Cc1ccc2c3c(cccc13)CC2
  102, 102, 96, 96, 94, 90, 117, 96

Following part:
SMILES | UACC-257 | HS 578T | LOX IMVI | UACC-62 | MCF7 | BT-549 | T-47D | MALME-3M
O=C(Nc1cccc(C(F)(F)F)c1)N1CCN(c2cc(-c3cn(-c4ccccc4)nc3-c3cccc(O)c3)ccn2)CC1 | 68 | 54 | 26 | 40 | 25 | 55 | -5.5* | 46
Cc1[nH]n(C(=S)Nc2nc3cc(Cl)c(F)cc3s2)c(=O)c1N=Nc1ccc(F)c(Cl)c1 | -34* | 85 | 99 | 93 | 81 | . | 80 | 139
Cc1ccc(-c2csc(NC(=O)CN3CCN(c4cc(=O)n(-c5ccccc5)c5ccccc45)CC3)n2)cc1 | 101 | 96 | 88 | 80 | 86 | 86 | 59 | 95
CCCCCN(CCCCC)CC(=O)O[C@H]1C[C@H]2CC[C@@]1(C)C2(C)C | 91 | 110 | 89 | 101 | 102 | 106 | 103 | 116
Cc1[nH]c(C(=O)Nc2ccccc2OCc2cccc(C(=O)NCCN)c2)cc1Cl | 99 | 102 | 36 | 68 | 11 | 104 | 87 | 83
O=C(/C=C/c1cn(-c2ccccc2)nc1-c1ccccc1)NNC(=O)c1ccc(Cl)cc1Cl | 104 | 32 | 73 | 99 | 79 | 71 | 74 | 87
O=C1c2ccccc2C(=O)c2c(NCCNCCO)ccc(NCCNCCO)c21 | 82&89&72 | -15*! | 1.5* | 6.9*! | 2.4* | 6.1*! | -3.1*! | -15*!
CC(=O)OCC1O[C@@H](OC(C)=O)[C@@H](NC(=O)NS(=O)(=O)c2ccccc2)C(OC(C)=O)[C@@H]1OC(C)=O (stereo partly specified) | 118 | 109 | 100 | 101 | 93 | 102 | . | 103
COc1ccc(OC(=O)Nc2ccc([N+](=O)[O-])cc2OC)cc1 | 100 | 118 | 94 | 92 | 86 | 118 | 103 | 113
CN1CCN(Cc2occc(=O)c2O)CCN(C)CCN(Cc2occc(=O)c2O)CC1 | 62 | 84&90 | 43&99 | . | 25&92 | 84&97 | 77&94 | 72&106
CCC(CS(=O)(=O)O)[N+](=O)[O-] (stereo unspecified) | 105 | 97 | 110 | 107 | 98 | 107 | 107 | .
CCOC(=O)c1c(NCC(=O)Nc2ccc(Cl)cc2[N+](=O)[O-])sc(C(C)=O)c1C | 101 | 93 | 93 | 92 | 85 | 96 | 97 | 102
O=C(O)CN(CC(=O)O)CC(O)CN(CC(=O)O)CC(=O)O | 99 | . | 99 | 111 | 100 | 105 | 95 | 99
Cn1nc(SCc2ccccc2)c(=O)[nH]c1=O | 92 | 102 | 95 | 106 | 94 | 104 | 99 | 113
CN1CCN(c2ccnc(NCCCNc3nc(N4CCOCC4)nc(N4CCOCC4)n3)n2)CC1 | 113 | 89 | . | 108 | 110 | 92 | 101 | 93
COc1cc(NS(=O)(=O)c2ccc(NC3=C(Cl)C(=O)c4nc(C)ccc4C3=O)cc2)ncn1 | 98 | 88 | 83 | 105 | 83 | 90 | 88 | 98
Oc1ccc(/C=N/Nc2nc(N/N=C/c3ccc(O)c(O)c3)nc(N3CCOCC3)n2)cc1O | 103 | 105 | 106 | 98 | 94 | 109 | 92 | 104
CC(=O)C1CCC2C3CC4OCC5(CCC(=O)C=C45)C3CCC12C (stereo unspecified) | 102 | 126 | 99 | 103 | 122 | 82 | 105 | 107
O=C1CCC(Nc2ccc(O)cc2)N1 (stereo unspecified) | 108 | 102 | 98 | 99 | 94 | 93 | 95 | 108
COc1ccc(/C=C/C(=O)c2nnn(-c3ccc(C(=O)O)cc3)c2C)cc1 | 104 | 108 | 96 | 95 | 94 | 101 | 102 | 111
Clc1ccc(/C=N/N=C/c2ccc(Cl)cc2)cc1 | 86 | 103 | 95 | 100 | 98 | 98 | . | 89
CN(C)CCCNc1nc(=O)n(-c2ccc3c(c2)OCCO3)c(=O)n1Cc1ccc(C(C)(C)C)cc1 | 102 | 92 | . | 112 | 91 | 89 | 79 | 99
CC(C)Sc1nc(Nc2ccc(S(N)(=O)=O)cc2)c(C#N)c(-c2ccc(Cl)cc2)n1 | 111 | 111 | 102 | 101 | . | 100 | 105 | 99
CC1(C)Oc2cc3oc(=O)ccc3cc2C[C@@H]1OS(C)(=O)=O | 108 | 94 | 96 | 97 | 100 | 99 | 100 | 98
COc1ccc(C(=O)C(C)(CN(C)C)c2ccccc2)cc1 (stereo unspecified) | . | 109 | 96 | 101 | 90 | 103 | 98 | 102
